# Screens deposited in PubChem by National Center for Advancing Translational Sciences (NCATS).
# IMPase inh: membrane-permeable compound that blocks inositol monophosphatase; P97697; CHO-M1 cells, IP1 accumulation, HTRF TR-FRET ratio; inhibition (IP1 accumulation), % at 46.1 µM; 120,000 tested, under 10 active; active = well fitted curve in the direction sought with a large enough effect in the signal ratio, not every such curve was filed as active; inconclusive = small, poorly fitted or top-dose-only effect, or a change in a side signal; inactive = no such curve, though single readings can be large or run the other way; the % refers to the signal ratio;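 also: cells stimulated with carbachol in lithium chloride buffer; plate controls were DMSO basal wells for no effect and reference inhibitor wells for full effect; higher means more IMPase inhibition seen as more IP1 and lower FRET ratio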
# Target sequence (P97697 whole entry, looked up): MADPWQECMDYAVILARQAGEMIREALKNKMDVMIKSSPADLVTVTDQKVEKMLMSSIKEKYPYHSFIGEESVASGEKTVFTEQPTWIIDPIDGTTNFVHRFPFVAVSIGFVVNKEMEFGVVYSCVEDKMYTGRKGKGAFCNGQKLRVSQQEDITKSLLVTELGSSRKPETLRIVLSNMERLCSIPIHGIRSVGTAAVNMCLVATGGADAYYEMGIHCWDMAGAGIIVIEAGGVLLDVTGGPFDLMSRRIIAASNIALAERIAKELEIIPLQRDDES
#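 Seeded CHO-M1 cells were dosed with compound at up to 46 uM, stimulated with carbachol for 30 min, then lysed in IP-One detection reagents. Higher IP1 lowers the TR-FRET signal.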
# PNC assembly inh: inhibitors of perinucleolar compartment assembly; PC3M PTB-GFP, PNC prevalence imaging, 16 h; active compounds read low; AID 2417; activity change (PNC), negative = inhibition, % at 10 µM; actives 3.1% (n = 140,000);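 active = readout at or below -70, meaning at least 70% loss of cells showing the perinucleolar compartment, a nuclear body marking cancer cells; inconclusive = readout between -30 and a set limit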;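 also: plate controls were DMSO wells for no effect and camptothecin positive control wells for full effect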
#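 Read-out is percentage of cells bearing a perinucleolar compartment, from automated 20x imaging of fixed, Hoechst-stained PC3M PTB-GFP cells. Cells were seeded 4 h, then exposed 16 h to compound (23 nl of library stock) in duplicate plates.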
# 15-hLO-2 inh: inhibitors of human 15-lipoxygenase 2 (ALOX15B). O15296. purified 15hLO-2, xylenol orange hydroperoxide absorbance. Potency, µM (series often up to 57.1 µM), for inactives: at the top dose activity change, negative = inhibition, most hits filed as inhibitors. actives 0.56% (n = 110,000). AID 881; also: potency is read from the fitted curve at half-maximal effect; nearly all actives have a fitted effect of over 60% in size; many of its hits are not listed in these tables
# Target sequence (O15296 whole entry, looked up): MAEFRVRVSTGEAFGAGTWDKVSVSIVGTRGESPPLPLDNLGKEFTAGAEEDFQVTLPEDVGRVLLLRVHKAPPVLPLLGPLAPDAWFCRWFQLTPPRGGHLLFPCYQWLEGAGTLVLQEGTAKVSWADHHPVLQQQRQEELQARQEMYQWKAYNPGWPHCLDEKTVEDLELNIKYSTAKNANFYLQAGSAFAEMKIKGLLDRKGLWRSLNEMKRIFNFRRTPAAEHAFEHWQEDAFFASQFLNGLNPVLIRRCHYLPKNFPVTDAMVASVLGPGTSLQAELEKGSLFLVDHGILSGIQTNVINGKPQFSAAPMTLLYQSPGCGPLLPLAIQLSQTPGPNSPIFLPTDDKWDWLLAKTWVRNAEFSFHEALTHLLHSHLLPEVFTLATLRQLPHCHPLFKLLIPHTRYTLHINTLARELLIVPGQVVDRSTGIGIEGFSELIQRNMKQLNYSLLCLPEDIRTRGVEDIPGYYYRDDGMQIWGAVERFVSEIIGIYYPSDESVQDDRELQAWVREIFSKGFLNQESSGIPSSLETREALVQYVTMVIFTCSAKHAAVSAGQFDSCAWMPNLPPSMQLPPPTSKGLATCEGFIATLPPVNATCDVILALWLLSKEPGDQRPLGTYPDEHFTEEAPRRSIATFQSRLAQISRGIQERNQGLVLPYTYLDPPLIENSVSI
#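 Screening format was qHTS against 50 nM purified 15hLO-2 in Hepes pH 7.5 with detergent. Activity follows hydroperoxide formation from 45 uM arachidonic acid, measured as 573:405 nm absorbance ratio of the ferric-xylenol orange complex.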
# 12-hLO inh: inhibitors of human 12-lipoxygenase (ALOX12); P18054; purified 12-hLO, xylenol orange hydroperoxide absorbance; Potency, µM (series often up to 57.1 µM), for inactives: at the highest dose activity change, negative = inhibition, hits mostly inhibitors; actives 0.12% (n = 150,000); AID 1452; also: potency is read from the fitted curve at half-maximal effect; nearly all actives have a fitted effect of over 55% in size; many of its hits are not listed in these tables
#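 Xylenol orange chromogenic assay: hydroperoxide from 12hLO oxidises Fe(II), giving red-shifted Fe(III)-XO absorbance. Conditions: 150 nM enzyme, 40 uM arachidonic acid, 25 mM Hepes pH 7.0, 0.01% Triton X-100, 30 min, room temperature.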
# * = called active by the depositor; ? = inconclusive; nt = no result given; [ ] = remark or other dose. Unless noted, calls follow the shape of the dose curve; as a rule, active = well fitted curve in the direction sought with a large enough effect; inconclusive = small, poorly fitted or top-dose-only effect, or another doubt; inactive = no such curve, though single readings can be large; an effect the other way counts as inactive or inconclusive. Unless noted, % is scaled to controls: 0 for no effect and ±100 for the full control effect.
smiles	IMPase inh	PNC assembly inh	15-hLO-2 inh	12-hLO inh
O=C(c1cccnc1)N1CCN(C(=O)c2cccs2)CC1	9	48	0%	-1%
CC(C)Oc1ccc(N2CC(C(=O)Nc3ccccc3F)CC2=O)cc1 (stereo unspecified)	-14	66	1%	-4%
CCOC(=O)N1CCN(S(=O)(=O)c2ccc3c(c2)CCN3C(=O)C2CCC2)CC1	6	?	0%	1%
CC(Nc1n[nH]c(=S)[nH]c1=O)C(=O)OCc1ccccc1 (stereo unspecified)	-5	8	-22%	-9%
O=C(O)Cc1cccc2ccccc12	nt	nt	5%	-1%
COc1ccc(-c2nnn(CC(=O)N(CCO)C(C(=O)NC3CCCC3)c3ccc(F)cc3)n2)cc1 (stereo unspecified)	5	21	9%	6%
COC(=O)c1ccccc1NC(=O)c1nc2nc(C)cc(C)n2n1	18	8	24%	3%
Cc1occc1C(=O)n1nnc2ccccc21	0	41	-1%	-1%
CCn1nc(NC(=O)c2cccnc2)c2cc3cccc(C)c3nc21	?	-18	-10%	-4%
COC(=O)C1=C(C)NC(=O)NC1c1ccsc1 (stereo unspecified)	?	?	1%	-4%
CC(C)Oc1ccc(/C(O)=C2/C(=O)C(=O)N(CCN3CCOCC3)C2c2ccccc2)cc1 (stereo unspecified)	?	-17	0%	3%
CC(C)CC(=O)Nc1nnc(-c2ccco2)s1	-2	?	-24%	0%
Cc1ccc(C(=O)Cn2c(C(=O)/C=C/c3ccccc3)nc3ccccc32)cc1	-5	66	-18%	-1%
COCCN(CC(=O)NCc1ccccc1)C(=O)CCC(=O)Nc1ccccn1	-4	53	1%	-1%
COc1ccc(NC(=O)c2[nH]c(C)c(C(C)=O)c2C)cc1Cl	9	-10	7%	-4%
O=C(OCC#CCSc1nc2ccccc2s1)c1ccco1	-1	22	-3%	1%
Cc1ccccc1NCC(=O)N/N=C/C(Br)=C/c1ccccc1	15	?	6%	-6%
Cn1c(=O)c2c(nc(NCc3ccccc3)n2CC(=O)NCc2ccccc2)n(C)c1=O	5	15	-1%	0%
CC[C@@]1(O)C(=O)COc2c1cc1n(c2=O)Cc2c-1nc1cccc(C(C)C)c1c2[Si](C)(C)C	nt	nt	-15%	-6%
COc1ccc(C2CC(=O)C=C(O)C2)cc1 (stereo unspecified)	nt	21	nt	-1%
Cc1nc2ccccc2c(=O)n1Nc1cccc(Cl)c1	nt	9	nt	1%
CC12CN3CCN(CC(C3)/C1=N/NC(=O)Nc1ccccc1)C2	nt	0	nt	1%
O=C(N/N=C/c1ccc(OC(F)F)cc1OC(F)F)c1ccc(Br)cc1	nt	12	nt	0%
Clc1ccc(OCc2nn3c(-c4ccco4)nnc3s2)cc1	-2	?	-13%	-18%
CCN(CC)c1ccc(/C=N/N2CCOCC2)c(O)c1	nt	-5	nt	0%
CN(C)CCCn1c(NC(=O)C2CCCCC2)nc2ccccc21	-2	9	30%	0%
COc1ccc(C2=NOC(C(=O)Nc3ccc(C)cc3)C2)cc1OC (stereo unspecified)	-7	1	-1%	-3%
Cc1ccc(NS(=O)(=O)c2ccccc2)c2c1CC(C)(C)O2	-2	57	-7%	-6%
Cc1ccc(CC2S/C(=C(/C#N)C(=O)NCc3ccco3)N(c3ccccc3)C2=O)cc1 (stereo unspecified)	0	?	-16%	-13%
COCCNc1nc(C)nc2c1nc(-c1ccccc1)n2CCN1CCCCC1	nt	nt	34%[activator]	-3%

# An excerpt from above in order of their number in 12-hLO inh, falling:
SMILES	12-hLO inh
COc1ccc(-c2nnn(CC(=O)N(CCO)C(C(=O)NC3CCCC3)c3ccc(F)cc3)n2)cc1 (stereo unspecified)	6%
O=C(O)Cc1cccc2ccccc12	-1%
COCCNc1nc(C)nc2c1nc(-c1ccccc1)n2CCN1CCCCC1	-3%

# (listing goes on)
smiles	IMPase inh	PNC assembly inh	15-hLO-2 inh	12-hLO inh
O=C(NCC1CCCO1)C1CCN(S(=O)(=O)c2cccc3nonc23)CC1 (stereo unspecified)	1	0	-1%	-1%
COc1ccc2nc(SCC(=O)Nc3ccccc3C)[nH]c2c1	-1	-16	-10%	-10%
CCCCn1nc2cc(C(=O)NCC3CC3)ccc2c1OCC	9	4	?	2%
CCOC(=O)c1c(C)[nH]sc1=S	?	35	?	1%
COc1ccc(NC(=O)C(c2ccc(C)cc2)N(C)C(=O)c2cnccn2)cc1 (stereo unspecified)	18	-25	-14%	-4%
CC(=O)NC(CCCN1C(=O)c2ccccc2C1=O)c1nnn(C)n1 (stereo unspecified)	nt	?	nt	0%
Cc1ccc(S(=O)(=O)c2cc3c(=O)n4ccccc4nc3n(C)c2=N)cc1	0	?	-11%	14%
O=C(CC(SCCO)c1ccc2c(c1)OCO2)c1cccs1 (stereo unspecified)	-3	-112*	5%	-11%
COc1ccc(C2CC(C(F)(F)F)n3nc(C(=O)O)c(Br)c3N2)cc1 (stereo unspecified)	0	-12	-2%	-2%
COC(=O)C(C#N)C(=C1C(=O)CC(C)(C)CC1=O)c1ccc(O)cc1 (stereo unspecified)	11	-27	-2%	-1%
CC1CCc2cc(F)ccc2N1S(=O)(=O)c1ccc(Cl)nc1 (stereo unspecified)	2	?	nt	-1%
CCCCn1c(-c2csc(CC)c2)n[nH]c1=S	nt	?	nt	-19%
Cc1c(NS(=O)(=O)c2ccc(Br)s2)c(=O)n(-c2ccccc2)n1C	3	?	1%	-1%
COc1ccc(CCNC(=O)C23CN(Cc4ccccc4)CC2C(c2ccc([N+](=O)[O-])cc2)=NO3)cc1 (stereo unspecified)	8	41	3%	2%
OCCCCNCc1ccc(OCc2ccccc2Cl)cc1	4	?	44%[activator]	7%
CCNS(=O)(=O)c1ccc(NC(=O)c2ccccc2OCC)cc1	-19	28	-3%	5%
COc1cc(C(=O)NC(=S)Nc2cccc(-c3cc4ccccc4oc3=O)c2)cc(OC)c1OC	4	-19	?	?
Cc1cc(C)nc(SCC(=O)N2CCCCC2)n1	7	?	2%	-2%
CC(=O)Nc1ccc(C(=O)N(C)c2ccccc2)cc1	-13	4	-11%	-5%
Cc1ccc(-c2nc3ccccc3s2)cc1S(=O)(=O)N1CCCC1	2	-13	2%	2%
CN(C1CCS(=O)(=O)C1)S(=O)(=O)c1cccc2nsnc12 (stereo unspecified)	0	-4	-1%	9%
CCOCC(=O)Nc1sc2c(c1C(=O)OCC)CCCC2	18	6	nt	6%
OC1C=C2CCN3Cc4cc5c(cc4C(C1O)C23)OCO5 (stereo unspecified)	nt	nt	9%	-1%
O=C1NC2(CCCCC2)Oc2ccccc21	-5	28	-3%	3%
Cc1c(NC(=O)CN2C(=O)C3C4C=CC(C4)C3C2=O)c(=O)n(-c2ccccc2)n1C (stereo unspecified)	2	91	?	2%
O=C(CNC(=O)c1ccco1)NCC(=O)OCc1cccc(C(=O)Oc2ccccc2)c1	0	?	5%	-2%
CCN1CCN(C(c2cccs2)C(C)NC(=O)c2ccco2)CC1 (stereo unspecified)	3	23	-6%	7%
C/C(=N\OCC(=O)Nc1nc2ccccc2s1)c1ccccc1	nt	11	nt	-2%
COc1ccc(C2c3c(ncn(CCN4CCOCC4)c3=N)Oc3ccc4ccccc4c32)cc1OC (stereo unspecified)	3	-26	17%	-15%
CCn1cc(/C=N\NC(=O)c2ccc(Cl)cc2)cn1	nt	?	nt	-6%
CC1CCC(=C(C#N)c2nc(-c3cc4ccccc4oc3=O)cs2)CC1 (stereo unspecified)	-3	35	-17%	-2%
COC(=O)[C@@]1(Cc2ccc(F)cc2)[C@H]2c3cc(C(=O)N(C)C)n(CCN4CCOCC4)c3C[C@H]2CN1C(=O)c1ccccc1	nt	nt	16%	5%
CC[C@@H]1C(c2cccc(Cl)c2)=NN(c2ccc(Br)cc2)[C@H]1C(=O)N1CCOC1=O	nt	nt	-14%[0.0915 µM]	-4%[0.00818 µM]
Cc1ccc(CNc2oc(-c3ccco3)nc2C#N)cc1	-4	?	nt	-11%
Cc1ccc(NC(=O)Nc2ccccc2)cc1[N+](=O)[O-]	nt	?	nt	-10%
CCS(=O)(=O)N1CCCC(C(=O)NCc2cccc(OC)c2)C1 (stereo unspecified)	-10	?	-2%[2.29 µM]	0%
Cc1ccc2nc(NC(=O)Cn3nc(C)c([N+](=O)[O-])c3C)sc2c1	nt	?	nt	-3%
CCOc1ccc2nc3c(cc2c1)CN(CCCO)C(=NCCOC)S3	-8	28	-5%	-8%
COc1ccc(NC(=S)Nc2ccc3nc(C)c(C)nc3c2)cc1	-1	-25	-23%	-4%
O=C(N/N=C/c1ccc(Cl)cc1)c1cc2c(s1)-c1ccccc1CC2	-2[1.84 µM]	?	4%[11.4 µM]	4%
O=C(CCC(=O)c1cccs1)NCc1ccccc1	-6	?	nt	6%
c1ccc2nc3ccccc3cc2c1	nt	nt	-5%[0.0915 µM]	0%[0.00818 µM]
CCCn1c(SCC(=O)c2ccc3c(c2)OCCO3)nnc1-c1ccco1	7	21	13%	-3%
CC1CCCN(C(=O)C2CCN(CC(C)c3ccccc3)CC2)C1 (stereo unspecified)	0	12	nt	-2%
CCC(=O)O[C@]1(C(=O)CCl)[C@@H](C)C[C@H]2[C@@H]3CCC4=CC(=O)C=C[C@]4(C)[C@@]3(F)[C@@H](O)C[C@@]21C	nt	-12	nt	-6%
Cc1nnc(SCC(=O)Nc2sc3c(c2C(N)=O)CCCC3)[nH]c1=O	0	60	-17%	-2%
Cc1ccc(C=Nc2ccccc2C(N)=O)s1	nt	0	nt	-2%
Cc1cccc(N(C(=O)c2ccc(Cl)cc2)C2CS(=O)(=O)CC2OC(=O)c2ccc(Cl)cc2)c1 (stereo unspecified)	1	0	-10%	-28%
CCN(CC)CCCN1C(=O)c2oc3ccccc3c(=O)c2C1c1cccc(OC)c1OC (stereo unspecified)	1	12	7%	-18%
COc1ccccc1C(=O)Nc1ccc(S(=O)(=O)Nc2cc(C)nc(C)n2)cc1	2	?	13%	-5%
Cc1cccc2cc3c(N)c(C(=O)N4CCOCC4)sc3nc12	-4	10	nt	-1%
Cc1ccc2cccnc2c1NC(=S)NC(=O)c1ccccc1	11	-30	-26%	-25%
CC1=C(C)CC(C(=O)NNC(=O)c2ccccc2)C(C(=O)O)C1 (stereo unspecified)	3	61	nt	3%
COc1cc(OC)nc(NC(C)=O)n1	-10	35	0%	0%
Cc1cc(O)ccc1N/C=C1\CCCC1=O	nt	-3	nt	-9%
Cc1ccc(SCc2nc3ccccc3n2CC(=O)Nc2ccccc2)cc1	11	43	59%[activator]	-4%
O=C(c1ccc(-c2ccc([N+](=O)[O-])cc2)o1)N1CCCCC1	nt	?	nt	-11%
CCOC(=O)c1c(NC(=O)CS(=O)(=O)c2cn(CC)c3ccccc23)sc2c1CCCC2	nt	35	nt	-1%
CN1C=CC2=C(C#N)C(N)C(C#N)(C#N)C(c3ccccc3)C2C1 (stereo unspecified)	4	-26	26%	-3%
COC(=O)C1=C(O)CSC1=Nc1ccccc1	5	13	1%	15%
CC1CCCC(C)N1C(=O)c1cc2ncc(CCCl)cn2n1 (stereo unspecified)	nt	-84*	nt	-6%
CCN1C(=O)[C@H]2[C@H]3[C@H](O)[C@H](O)C/C(=N\OC[C@@H](C)[C@H](OCc4ccccc4)C(C)C)[C@@H]3CC[C@H]2C1=O	nt	-24	nt	-4%
Cc1cccc(N2CCN(S(=O)(=O)c3ccc4c(c3)CCN4C(=O)CCC(=O)O)CC2C)c1 (stereo unspecified)	4	40	1%	2%
